AHR activator – human AHR activation; AHR-responsive luciferase reporter cells, luminescence; activation, % at 5 µM; P35869; AID 2796; actives 2.5% (n = 320,000); in the data active = activation above about 47%;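 note: 0% = vehicle wells and 100% = reference agonist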
Target sequence (P35869 whole entry, looked up): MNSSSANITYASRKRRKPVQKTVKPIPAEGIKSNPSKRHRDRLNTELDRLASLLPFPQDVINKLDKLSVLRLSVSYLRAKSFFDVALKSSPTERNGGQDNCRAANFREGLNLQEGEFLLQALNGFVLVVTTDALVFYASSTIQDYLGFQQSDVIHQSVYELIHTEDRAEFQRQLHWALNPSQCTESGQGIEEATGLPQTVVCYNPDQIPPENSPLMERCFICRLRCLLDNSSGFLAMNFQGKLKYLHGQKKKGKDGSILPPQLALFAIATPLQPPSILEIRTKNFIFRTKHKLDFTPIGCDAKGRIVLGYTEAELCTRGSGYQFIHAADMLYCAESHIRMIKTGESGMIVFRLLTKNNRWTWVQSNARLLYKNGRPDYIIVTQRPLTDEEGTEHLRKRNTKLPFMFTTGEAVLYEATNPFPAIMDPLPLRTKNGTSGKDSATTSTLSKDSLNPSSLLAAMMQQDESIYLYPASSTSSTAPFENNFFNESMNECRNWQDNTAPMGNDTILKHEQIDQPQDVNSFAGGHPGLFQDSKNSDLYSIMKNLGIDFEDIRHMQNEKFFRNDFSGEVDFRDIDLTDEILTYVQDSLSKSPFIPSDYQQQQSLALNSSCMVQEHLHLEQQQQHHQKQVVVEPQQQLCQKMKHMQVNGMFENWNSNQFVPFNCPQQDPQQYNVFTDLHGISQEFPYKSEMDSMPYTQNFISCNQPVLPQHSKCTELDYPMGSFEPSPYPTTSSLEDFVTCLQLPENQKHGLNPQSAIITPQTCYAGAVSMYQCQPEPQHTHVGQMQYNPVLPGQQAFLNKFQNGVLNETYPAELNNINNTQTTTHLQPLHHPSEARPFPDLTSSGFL
LAP4 TOR yeast – yeast TOR pathway LAP4-GFP modulation; AID 2023; S. cerevisiae LAP4-GFP multiplex, flow cytometry GFP, 3 h; median GFP as percent of DMSO wells; actives 0.34% (n = 320,000); GFP response vs DMSO, % at 10 µM;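 active = GFP response vs DMSO above a set limit, about the screen mean plus 3 SD, cut at about 150% in these data; inconclusive = under 70 cell events counted for the yeast strain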
JMJD2C inh – human JMJD2C demethylase inhibition. Q9H3R0. inhibition, % at 2.35 µM. actives 0.069% (n = 330,000). GST-JMJD2C(1-420) H3K9me3 demethylation, DELFIA europium;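 active = more than half of a compound's replicate wells show inhibition beyond 50%, single wells judged on their own value; inconclusive = some, but no more than half, of replicates pass 50% inhibition; inactive = no replicate passes 50% inhibition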;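 note: signal counts dimethyl H3K9 product captured on neutravidin plate; 0% = median of DMSO wells and 100% = 0.3 times that DMSO median; strong numbers were not always called active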
proCasp7 act – counter-screen for procaspase-3 activators: activators of human procaspase-7; P55210; recombinant procaspase-7, Ac-DEVD-pNA absorbance 405 nm; D23A/D198A/D206A triple mutant, cannot self-cleave; scale: DMSO 0, 5 µM enzyme 100; activation, % at 8.5 µM; actives 0.093% (n = 330,000); AID 463210;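 active = percent activation above the screen-wide mean plus 3 SD, cut at about 25% in these data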
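System: Uncleavable procaspase-7 mutant enzyme; Amount: 2 µM procaspase-7 mutant as dispensed; Schedule: 1 h compound preincubation, 2 h substrate cleavage, 25 °C; Measured by: 405 nm absorbance of p-nitroaniline; Evaluation: percent activation from buffer-corrected 0–120 min absorbance change; Control set: low DMSO alone, high DMSO plus 5 µM PC-7.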
procasp3 activ – activators of human procaspase-3. P42574. recombinant procaspase-3 D3A, Ac-DEVD-pNA absorbance 405 nm. activation, % at 8.5 µM. actives 0.11% (n = 330,000). AID 463141;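 active = activation above the mean of all tested compounds plus 3 SD, cut at about 21% in these data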;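 note: 0% = DMSO alone and 100% = DMSO wells spiked with extra 5 µM PC-3 D3A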
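Assay system: Autoprocessing-dead procaspase-3 D3A mutant enzyme; also added: Ac-DEVD-pNA; doses: one concentration, 8.5 µM nominal, 0.8% DMSO; times: 1 h compound preincubation, 2 h substrate hydrolysis at 25 °C; technique: 405 nm absorbance of p-nitroaniline, reads at 0 and 120 min; measure: % activation between DMSO and enzyme-spiked controls; repeats: single replicate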
Yeast superoxide – caloric restriction mimetics inhibiting age-related superoxide in yeast; S. cerevisiae aged cells, superoxide DHE fluorescence; active compounds read low; superoxide response (% of plate mean), % at 10 µM; actives 0.18% (n = 330,000);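 active = superoxide response under a set limit, about three screen SD below normal, cut at about 65% in these data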;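 note: yeast aged for seven days with compound at 30 °C before DHE staining; 100% = average MFI of all compound-treated wells on the plate with controls excluded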
RPL19A TOR yeast – modulators of TOR pathway RPL19A-GFP in S. cerevisiae; S. cerevisiae RPL19A-GFP strain, flow cytometry, 3 h; active compounds read low; percent response vs DMSO, % at 10 µM; actives 0.3% (n = 330,000); AID 2025;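 active = percent response vs DMSO below 50%; inconclusive = fewer than 70 events counted for the yeast strain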;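 note: median channel GFP fluorescence of the barcoded RPL19A-GFP strain; ratio of sample median GFP to plate DMSO average so 100% = DMSO; lower means less RPL19A-GFP as with rapamycin TOR inhibition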
MEP2-GFP yeast – alters MEP2-GFP fluorescence in TOR pathway yeast screen. S. cerevisiae MEP2-GFP strain, flow cytometry GFP, 3 h; 100% = DMSO control level. GFP response vs DMSO, % at 10 µM. actives 0.51% (n = 330,000);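 active = GFP response versus DMSO above a set limit, roughly screen mean plus 3 SD, cut at about 180% in these data; inconclusive = fewer than 70 cells counted for a yeast strain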;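 note: median GFP fluorescence of the barcode-gated MEP2-GFP cells per well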
Numbers without * were called inactive.

`S=c1[nH]nc(COc2cccc(Cl)c2)n1Cc1ccccc1` gave AHR activator 0, LAP4 TOR yeast 108, JMJD2C inh -5, proCasp7 act -29, procasp3 activ -6, Yeast superoxide 98, RPL19A TOR yeast 96 and MEP2-GFP yeast 108.
COc1ccc(-c2c(C(C)=O)c(C)nc3sc4c(=O)n(-c5ccc(C)cc5)nnc4c23)cc1 was read as AHR activator 0, LAP4 TOR yeast 103, JMJD2C inh -6, proCasp7 act -2, procasp3 activ 3, Yeast superoxide 102, RPL19A TOR yeast 98 and MEP2-GFP yeast 105.
Screening COCCNC(=O)C(=O)Nc1cc2c3c(c1)C(C)C(=O)N3CCC2 (stereo not drawn) returned AHR activator 5, LAP4 TOR yeast 101, JMJD2C inh 0, proCasp7 act -14, procasp3 activ -1, Yeast superoxide 84, RPL19A TOR yeast 106 and MEP2-GFP yeast 105.
c1ccc(C2=NNC(=NCc3ccc4c(c3)OCO4)SC2)cc1 was read as AHR activator 14, LAP4 TOR yeast 95, JMJD2C inh 4, proCasp7 act -11, procasp3 activ -17, Yeast superoxide 95, RPL19A TOR yeast 97 and MEP2-GFP yeast 100.
For O=C(Cc1ccsc1)NNC(=O)c1ccc(F)cc1 the results were AHR activator 9, LAP4 TOR yeast 92, JMJD2C inh -3, proCasp7 act 11, procasp3 activ 4, Yeast superoxide 95, RPL19A TOR yeast 92 and MEP2-GFP yeast 98.
O=C(NNC(=O)c1cc(Cl)ccc1O)c1cccc(S(=O)(=O)N2CCOCC2)c1 was read as AHR activator 5, LAP4 TOR yeast 112, JMJD2C inh -4, proCasp7 act -4, procasp3 activ 3, Yeast superoxide 114, RPL19A TOR yeast 96 and MEP2-GFP yeast 96.
CC(=O)Nc1nc(C=C(Cl)Cl)cs1 was read as AHR activator 32, LAP4 TOR yeast 107, JMJD2C inh -1, proCasp7 act -15, procasp3 activ -6, Yeast superoxide 100, RPL19A TOR yeast 103 and MEP2-GFP yeast 99.
For N#Cc1ccccc1S(=O)(=O)N1CCN(CC(O)CN2CCOCC2)CC1 (stereo not drawn) the results were AHR activator 1, LAP4 TOR yeast 97, JMJD2C inh 12, proCasp7 act 3, procasp3 activ 1, Yeast superoxide 92, RPL19A TOR yeast 99 and MEP2-GFP yeast 95.
Screening Cc1ccc(C(=O)Cn2nc(C)c([N+](=O)[O-])c2C)c(C)c1 returned AHR activator -2, LAP4 TOR yeast 98, JMJD2C inh 7, proCasp7 act 10, procasp3 activ -2, Yeast superoxide 113, RPL19A TOR yeast 96 and MEP2-GFP yeast 93.
Screening O=[N+]([O-])c1cc([N+](=O)[O-])c2n[nH]c(-c3ccccc3)c2c1 returned AHR activator 29, LAP4 TOR yeast 103, JMJD2C inh -4, proCasp7 act 1, procasp3 activ 3, Yeast superoxide 113, RPL19A TOR yeast 100 and MEP2-GFP yeast 102.
Screening Cc1cc(=O)[nH]c2sc(C(=O)N3c4ccccc4CC3C)c(N)c12 (stereo not drawn) returned AHR activator 3, LAP4 TOR yeast 101, JMJD2C inh 15, proCasp7 act -1, procasp3 activ 8, Yeast superoxide 111, RPL19A TOR yeast 95 and MEP2-GFP yeast 98.
For CCN1C(=O)[C@H]2[C@@H](c3ccc(C)cc3)N3C(=O)N(c4ccc(C(F)(F)F)cc4)C(=O)[C@@]3(CC(C)C)[C@H]2C1=O the results were AHR activator 7, LAP4 TOR yeast 98, JMJD2C inh -17, proCasp7 act -1, procasp3 activ 5, Yeast superoxide 121, RPL19A TOR yeast 102 and MEP2-GFP yeast 104.
`C/C(=N/OC(=O)c1ccc(C)cc1)C(=O)c1ccc(Br)cc1` gave AHR activator 2, LAP4 TOR yeast 113, JMJD2C inh 6, proCasp7 act -4, procasp3 activ 5, Yeast superoxide 107, RPL19A TOR yeast 96 and MEP2-GFP yeast 99.
For Cc1cc(C)n(CC(=O)NNC(=O)c2ccc(NC(=O)CC#N)cc2)n1 the results were AHR activator 4, LAP4 TOR yeast 80, JMJD2C inh -8, proCasp7 act 1, procasp3 activ 2, Yeast superoxide 84, RPL19A TOR yeast 87 and MEP2-GFP yeast 94.
CCOc1cc(NS(=O)(=O)c2ccc(NC(C)=O)cc2)c(OCC)cc1NC(=O)C(C)C was read as AHR activator 8, LAP4 TOR yeast 101, JMJD2C inh 6, proCasp7 act 3, procasp3 activ 8, Yeast superoxide 97, RPL19A TOR yeast 100 and MEP2-GFP yeast 102.
Screening CC(C)(C)NC(=O)CSC(=Nc1ccccc1F)NC#N returned AHR activator 14, LAP4 TOR yeast 93, JMJD2C inh 8, proCasp7 act -10, procasp3 activ -7, Yeast superoxide 94, RPL19A TOR yeast 102 and MEP2-GFP yeast 87.
For Cc1cc(Cl)ccc1OCCCC(=O)NCCc1nnc2ccccn12 the results were AHR activator 7, LAP4 TOR yeast 91, JMJD2C inh 9, proCasp7 act -1, procasp3 activ 1, Yeast superoxide 88, RPL19A TOR yeast 93 and MEP2-GFP yeast 94.
`Nc1cc(C(=O)c2ccccc2)ccc1N1CCOCC1` gave AHR activator 30, LAP4 TOR yeast 115, JMJD2C inh 1, proCasp7 act 2, procasp3 activ -3, Yeast superoxide 90, RPL19A TOR yeast 91 and MEP2-GFP yeast 112.
For CCOc1ccc(S(=O)(=O)Nc2c(C)n(C)n(-c3ccccc3)c2=O)cc1 the results were AHR activator 1, LAP4 TOR yeast 86, JMJD2C inh -17, proCasp7 act 8, procasp3 activ -10, Yeast superoxide 108, RPL19A TOR yeast 105 and MEP2-GFP yeast 113.
CCCCOc1ccc(C(=S)N2CCC(C(N)=O)CC2)cc1 was read as AHR activator -1, LAP4 TOR yeast 97, JMJD2C inh -20, proCasp7 act -1, procasp3 activ -3, Yeast superoxide 94, RPL19A TOR yeast 100 and MEP2-GFP yeast 102.
`NC(N)=N/N=C/c1ccc(OCc2ccccc2)c(OCc2ccccc2)c1` gave AHR activator 10, LAP4 TOR yeast 105, JMJD2C inh 9, proCasp7 act -8, procasp3 activ 2, Yeast superoxide 109, RPL19A TOR yeast 97 and MEP2-GFP yeast 109.
For O=C(COc1ncnc2sccc12)Nc1ccc(F)cc1F the results were AHR activator 3, LAP4 TOR yeast 112, JMJD2C inh 2, proCasp7 act 5, procasp3 activ 2, Yeast superoxide 93, RPL19A TOR yeast 99 and MEP2-GFP yeast 94.
For Cc1cccc(CSCc2ccc(C(=O)NCC3CCCO3)o2)c1 (stereo not drawn) the results were AHR activator 1, LAP4 TOR yeast 97, JMJD2C inh 12, proCasp7 act 10, procasp3 activ 3, Yeast superoxide 101, RPL19A TOR yeast 104 and MEP2-GFP yeast 106.
For CC(=O)c1c(C)[nH]c(C(=O)OCc2cccc(C)c2)c1C the results were AHR activator -1, LAP4 TOR yeast 93, JMJD2C inh inconclusive, proCasp7 act -7, procasp3 activ 12, Yeast superoxide 103, RPL19A TOR yeast 97 and MEP2-GFP yeast 111.
Screening CCOCCn1cnc2sc(C(=O)NCCCN3CCOCC3)c(C)c2c1=O returned AHR activator 4, LAP4 TOR yeast 101, JMJD2C inh 0, proCasp7 act 11, procasp3 activ 0, Yeast superoxide 83, RPL19A TOR yeast 97 and MEP2-GFP yeast 94.
O=C1CCc2ccc(NC(=O)C3CC3)cc2N1 was read as AHR activator 3, LAP4 TOR yeast 112, JMJD2C inh 14, proCasp7 act 1, procasp3 activ -1, Yeast superoxide 99, RPL19A TOR yeast 121 and MEP2-GFP yeast 107.
Cc1cc(N=CC2=C(O)CC(C)(C)CC2=O)no1 was read as AHR activator 1, LAP4 TOR yeast 95, JMJD2C inh 12, proCasp7 act -6, procasp3 activ -8, Yeast superoxide 83, RPL19A TOR yeast 98 and MEP2-GFP yeast 99.
`O=C(NNC(=O)c1ccccc1-c1ccccc1C(=O)O)c1ccccc1` gave AHR activator 3, LAP4 TOR yeast 118, JMJD2C inh -9, proCasp7 act -4, procasp3 activ 2, Yeast superoxide 94, RPL19A TOR yeast 98 and MEP2-GFP yeast 98.
O=[N+]([O-])c1cc2c(cc1C=Nc1ccccc1)OCO2 was read as AHR activator 12, LAP4 TOR yeast 108, JMJD2C inh 9, proCasp7 act -19, procasp3 activ 1, Yeast superoxide 113, RPL19A TOR yeast 102 and MEP2-GFP yeast 99.
CCOc1ncccc1C(=O)Nc1ccc(F)cc1 was read as AHR activator 33, LAP4 TOR yeast 106, JMJD2C inh -9, proCasp7 act -4, procasp3 activ -3, Yeast superoxide 100, RPL19A TOR yeast 111 and MEP2-GFP yeast 99.

Quoted from the results shown, 5 compounds:
O=C1CCc2ccc(NC(=O)C3CC3)cc2N1 was read as AHR activator 3, LAP4 TOR yeast 112, JMJD2C inh 14, proCasp7 act 1, procasp3 activ -1, Yeast superoxide 99, RPL19A TOR yeast 121 and MEP2-GFP yeast 107.
Cc1cc(N=CC2=C(O)CC(C)(C)CC2=O)no1 was read as AHR activator 1, LAP4 TOR yeast 95, JMJD2C inh 12, proCasp7 act -6, procasp3 activ -8, Yeast superoxide 83, RPL19A TOR yeast 98 and MEP2-GFP yeast 99.
`O=C(NNC(=O)c1ccccc1-c1ccccc1C(=O)O)c1ccccc1` gave AHR activator 3, LAP4 TOR yeast 118, JMJD2C inh -9, proCasp7 act -4, procasp3 activ 2, Yeast superoxide 94, RPL19A TOR yeast 98 and MEP2-GFP yeast 98.
O=[N+]([O-])c1cc2c(cc1C=Nc1ccccc1)OCO2 was read as AHR activator 12, LAP4 TOR yeast 108, JMJD2C inh 9, proCasp7 act -19, procasp3 activ 1, Yeast superoxide 113, RPL19A TOR yeast 102 and MEP2-GFP yeast 99.
CCOc1ncccc1C(=O)Nc1ccc(F)cc1 was read as AHR activator 33, LAP4 TOR yeast 106, JMJD2C inh -9, proCasp7 act -4, procasp3 activ -3, Yeast superoxide 100, RPL19A TOR yeast 111 and MEP2-GFP yeast 99.

Going on with the list.
Screening Cc1noc(C)c1C(=O)OCC(=O)NC(=O)NC12CC3CC(CC(C3)C1)C2 returned AHR activator 1, LAP4 TOR yeast 108, JMJD2C inh 9, proCasp7 act 4, procasp3 activ -1, Yeast superoxide 95, RPL19A TOR yeast 95 and MEP2-GFP yeast 96.
COc1ccc2ccccc2c1/C=N/Nc1ccc(Cl)c(C(=O)O)c1 was read as AHR activator 10, LAP4 TOR yeast 74, JMJD2C inh 1, proCasp7 act 4, procasp3 activ -2, Yeast superoxide 121, RPL19A TOR yeast 97 and MEP2-GFP yeast 94.
Screening CC(=O)c1cc(C)ccc1OC(=O)CN1C(=O)c2ccccc2C1=O returned LAP4 TOR yeast 99, JMJD2C inh -6, Yeast superoxide 99, RPL19A TOR yeast 99 and MEP2-GFP yeast 106.
O=C(c1ccccc1)N1CCCC(C(=O)N2CCc3ccccc3C2)C1 (stereo not drawn) was read as AHR activator -2, LAP4 TOR yeast 101, JMJD2C inh 3, proCasp7 act -5, procasp3 activ 2, Yeast superoxide 97, RPL19A TOR yeast 98 and MEP2-GFP yeast 97.

Bioassay records from PubChem BioAssay.
